Mdm2 MdmX PPI – human Mdm2/MdmX binding inhibition | actives 3% (n = 330,000) | inhibition, % at 8 µM | SaOS-2 split-luciferase Mdm2/MdmX complementation, luminescence | O15151+Q00987;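 active = inhibition of at least 50% at 8 µM in the primary screen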
APJ antag – antagonists of human APJ apelin receptor; P35414; CHO-K1 APJ beta-arrestin complementation, luminescence; inhibition, % at 20 µM; actives 0.32% (n = 330,000);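 active = inhibition above about 40% at 20 µM, limit read from the data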;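 note: cells challenged with 10 nM apelin-13 agonist together with compound; plate controls were apelin-13 plus DMSO wells for no effect and DMSO wells lacking apelin-13 for full effect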
CHOP UPR activ – activators of apoptotic arm of unfolded protein response (CHOP); AID 449763; activation, % at 10 µM; actives 0.34% (n = 330,000); CHO-CHOP luciferase reporter, UPR activation, luminescence; percent of tunicamycin response over DMSO baseline;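 active = at 10 µM dose, activation of 40% or more, normalized to positive control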;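 note: 100% = tunicamycin at 10 µg/mL and 0% = DMSO alone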
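Material: CHO-CHOP cells, stable luciferase reporter of PERK-eIF2a-CHOP signalling; quantity: 500 reporter cells seeded per well; buffer or medium: F12 medium containing 10% fetal bovine serum; compound: one dose, 10 µM in 0.5% DMSO; incubation: 6 h compound treatment, 37 °C; measured by: Steady-Glo luciferase luminescence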
CXCR6 block – blocks human CXCR6 beta-arrestin recruitment. O00574. CHO-K1 PathHunter CXCR6 beta-arrestin, luminescence. inhibition, % at 20 µM. actives 0.36% (n = 360,000). AID 602244; in the data active = inhibition above about 34%, passing the limit was not always enough;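 note: antagonist mode with CXCL16 agonist at 10 nM final; 0% = 10 nM CXCL16 with DMSO and 100% = unstimulated wells without agonist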
UPR XBP1 act – activators of adaptive arm of unfolded protein response (XBP1) | CHO-XBP1 luciferase reporter, IRE1-XBP1 UPR activation, luminescence; percent of tunicamycin response, DMSO as zero | activation, % at 20 µM | actives 0.33% (n = 330,000) | AID 463104;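 active = versus positive control, 20 µM dose yields 30% or more activation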;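 note: 100% = tunicamycin at 10 µg/mL and 0% = DMSO only wells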
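Test system: CHO-XBP1 luciferase reporter cells | Buffer or medium: Serum-containing F12 medium, 10% FBS | Schedule: 6 h compound exposure at 37 °C, 5% CO2 | Detection: Steady-Glo luciferase glow luminescence, 10 min after reagent addition | Read-out basis: Activation, % of tunicamycin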
tim10-1 inh – growth inhibitors of tim10-1 mutant yeast; S. cerevisiae tim10-1 ts strain growth, BacTiter-Glo, 24 h; inhibition, % at 20 µM; actives 2.2% (n = 330,000); AID 463190;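 active = inhibition of at least 40%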;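 note: mutant grown at 25 °C; 0% = DMSO wells with yeast and 100% = wells holding no yeast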
TIM10 inh – growth inhibitors of TIM10 yeast strain; S. cerevisiae TIM10 strain growth, BacTiter-Glo luminescence, 24 h; inhibition, % at 10 µM; actives 1.4% (n = 330,000); AID 463195;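 active = inhibition of 40% or more at the single tested concentration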;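 note: wild-type TIM10 isogenic control strain grown at permissive 25 °C; 0% = DMSO yeast wells and 100% = minimal medium wells without yeast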
tim23-1 inh – inhibits growth of tim23-1 mutant yeast | actives 1.3% (n = 330,000) | AID 463212 | inhibition, % at 20 µM | S. cerevisiae tim23-1 growth, BacTiter-Glo luminescence, 24 h;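 active = growth inhibition of the mutant yeast at or above 50%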;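 note: temperature-sensitive mutant grown at 25 °C; plate controls were DMSO-treated mutant yeast for no effect and medium wells lacking yeast for full effect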
APJ ag – activates the human apelin receptor APJ; P35414; CHO-K1 APJ PathHunter beta-arrestin, luminescence; 0% DMSO wells, 100% apelin; activation, % at 20 µM; actives 0.11% (n = 330,000); AID 2520;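 active = activation more than six SD over the plate average, tested at 20 µM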;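 note: 0% = DMSO alone and 100% = apelin-13 at 10 nM; some results filed as inactive read as strong as hits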
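system = engineered CHO-K1 APJ arrestin reporter cells | input = 1000 cells per well | timing = overnight seeding, 90 min compound at 25 °C, 1 h detection | measured by = enzyme-fragment complementation luminescence | read-out = beta-arrestin recruitment to APJ as agonist activity, luminescent signal | control set = negative DMSO alone, positive Apelin-13 at 10 nM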
* hit, by the source's call; . = no result given.

SMILES	Mdm2 MdmX PPI	APJ antag	CHOP UPR activ	CXCR6 block	UPR XBP1 act	tim10-1 inh	TIM10 inh	tim23-1 inh	APJ ag
COc1ccc(NC(=O)CCn2c(=S)[nH]c3ccccc3c2=O)cc1OC	6	-4	1.2	-2	-3	12	7	6	1
O=S(=O)(c1ccccc1Br)N(Cc1ccccc1)CC(O)COCc1ccccc1 (stereo not drawn)	11	.	2.2	0	-1	9	-17	40	.
Cc1ccc(OCCNC(=O)/C=C/c2ccc([N+](=O)[O-])cc2)cc1C	17	-13	1.3	-4	0	4	-17	-1	-7
CC1=C2C(=O)OC(c3ccoc3)C2(C)CCC1 (stereo not drawn)	-3	7	-0.5	-6	0	-3	-12	-11	1
Cc1cc(C2=CC(C)(c3cc(C)oc3C)Nc3nc(C(F)(F)F)nn32)c(C)o1 (stereo not drawn)	22	19	24	.	4	8	10	21	6
O=c1cc(CSc2ccccn2)[nH]c(=O)[nH]1	25	7	-1.4	-3	-2	-6	8	4	2
Cc1nc(-c2ccc(S(=O)(=O)N3CCN(Cc4ccccc4)CC3)s2)cs1	22	17	0.9	-2	-3	27	-3	34	-2
CCOc1ccc(NC(=O)CCN2CCN(S(=O)(=O)c3ccc(OC)cc3)CC2)cc1	-12	6	0.0	-10	5	12	3	16	-1
CC1CCN(C(=S)NC2CC3CCC2C3)CC1 (stereo not drawn)	3	-5	1.5	-5	4	11	9	23	1
Cn1c(=O)n(C)c2cc(N3CCCCC3)c(NC(=O)c3ccccc3)cc21	47	21	-0.1	-2	1	-3	-7	12	-1
Nc1nc(NCc2ccco2)nc(N2CCOCC2)c1[N+](=O)[O-]	8	-9	-1.4	-2	0	-1	5	11	-4
Cc1cc2c(cc1C)NC(=O)CC(C(F)(F)C(F)(F)C(F)(F)F)=N2	39	-18	1.5	-1	0	4	5	8	4
COCCn1c(-c2ccccc2)nc2ccccc21	23	8	0.3	-7	1	-3	1	-6	-2
COC(=O)c1ccc(NC(=O)C23CC4CC(C2)CC(n2cncn2)(C4)C3)cc1	-10	6	0.3	-5	-1	23	-5	23	1
CN(Cc1cccs1)C(=O)CCc1ccc(S(=O)(=O)N2CCOCC2)cc1	18	11	0.1	-6	-1	18	16	11	-3
COC(=O)c1ccc(N2CCCCC2)c(NC(=O)c2ccco2)c1	18	7	0.6	2	1	23	5	20	-4
O=C(CCSCCc1ccccn1)Nc1ccc(Br)cc1F	8	0	-1.0	-6	-4	12	-5	20	-1
COc1ccc2[nH]c3c(c2c1)CCN1C(=O)C(CC(=O)NCCN2CCOCC2)C[C@H](C(=O)N(C(C)C)C(C)C)[C@@]31C (stereo partly drawn)	3	.	3.6	1	3	16	1	25	.
Cc1cc(C(=O)O)c(CCCN)s1	7	3	-3.0	4	1	-2	0	5	-1
Cc1ccc(S(=O)(=O)N(C)CC(=O)Nc2cccc(C)n2)cc1	26	-3	2.3	2	1	15	9	4	-6
CCn1c(SCC(=O)Nc2ccccc2OC)nc2ccccc2c1=O	23	11	0.4	-6	-2	18	9	16	0
Cc1cc(C)n2[nH]c(=O)c(N=Nc3cccc(C(F)(F)F)c3)c2n1	11	9	-1.2	9	-3	12	-8	18	-1
Cn1c(NCc2ccccc2)cc(=O)n(C)c1=O	12	-4	-2.2	2	-3	15	-7	12	1
CCN(CC(=O)NCc1cccs1)S(=O)(=O)c1ccc([N+](=O)[O-])cc1	26	-62	0.4	-17	-1	12	8	13	6
O=C(COC(=O)CN1C(=O)c2ccccc2C1=O)NC1CCCC1	-14	3	0.8	7	2	-23	8	8	0

Taken from the entries so far (five entries):
SMILES	Mdm2 MdmX PPI	APJ antag	CHOP UPR activ	CXCR6 block	UPR XBP1 act	tim10-1 inh	TIM10 inh	tim23-1 inh	APJ ag
CCn1c(SCC(=O)Nc2ccccc2OC)nc2ccccc2c1=O	23	11	0.4	-6	-2	18	9	16	0
Cc1cc(C)n2[nH]c(=O)c(N=Nc3cccc(C(F)(F)F)c3)c2n1	11	9	-1.2	9	-3	12	-8	18	-1
Cn1c(NCc2ccccc2)cc(=O)n(C)c1=O	12	-4	-2.2	2	-3	15	-7	12	1
CCN(CC(=O)NCc1cccs1)S(=O)(=O)c1ccc([N+](=O)[O-])cc1	26	-62	0.4	-17	-1	12	8	13	6
O=C(COC(=O)CN1C(=O)c2ccccc2C1=O)NC1CCCC1	-14	3	0.8	7	2	-23	8	8	0

Gathered by group, those above with a thiophene ring, fused or not (4)
SMILES	Mdm2 MdmX PPI	APJ antag	CHOP UPR activ	CXCR6 block	UPR XBP1 act	tim10-1 inh	TIM10 inh	tim23-1 inh	APJ ag
Cc1nc(-c2ccc(S(=O)(=O)N3CCN(Cc4ccccc4)CC3)s2)cs1	22	17	0.9	-2	-3	27	-3	34	-2
CN(Cc1cccs1)C(=O)CCc1ccc(S(=O)(=O)N2CCOCC2)cc1	18	11	0.1	-6	-1	18	16	11	-3
Cc1cc(C(=O)O)c(CCCN)s1	7	3	-3.0	4	1	-2	0	5	-1
CCN(CC(=O)NCc1cccs1)S(=O)(=O)c1ccc([N+](=O)[O-])cc1	26	-62	0.4	-17	-1	12	8	13	6

(further entries)
SMILES	Mdm2 MdmX PPI	APJ antag	CHOP UPR activ	CXCR6 block	UPR XBP1 act	tim10-1 inh	TIM10 inh	tim23-1 inh	APJ ag
O=C(C1CCN(c2ncnc3c2nc2n3CCCCC2)CC1)N1CCN(c2ccc(F)cc2)CC1	14	-17	2.6	-4	-5	44*	-63	-28	1
CC(C)(C)c1ccc(C(=O)N2CCN(Cc3ccccc3)CC2)cc1	18	-8	-0.6	-7	-5	21	6	4	-1
O=C(c1ccc2nc(Cc3cccc(Cl)c3)oc2c1)N1CCC(CO)CC1	9	-41	0.5	0	-1	14	-11	-30	-3
NNC(=O)COc1ccc(F)cc1	7	0	0.1	-2	2	8	4	10	-2
O=c1c2cc(N3CCOCC3)ccc2[nH]c(=S)n1CCCN1CCCCCC1	-33	6	-2.7	6	0	23	-12	5	0
COc1ccc(C(=O)Nc2cc3c(cc2N2CCOCC2)n(C)c(=O)n3C)cc1OC	27	13	0.6	1	9	20	17	11	3
CCOc1ccc(NC(=S)N2CCN(CCN3C(=O)c4cccc5cccc(c45)C3=O)CC2)cc1	-7	9	-0.1	14	0	14	13	-4	-1
O=C(c1ccccc1-c1nc(-c2ccc(Cl)cc2)no1)N1CCCC1	-34	-1	3.2	-6	4	28	10	27	-3
CC(C)(C)Cc1nnc(NS(=O)(=O)Cc2ccccc2)s1	20	-2	-3.9	-2	5	10	-1	23	-5
O=C(NCc1ccon1)C1CCC(=O)N(CCc2cccc(F)c2)C1 (stereo not drawn)	-22	3	2.7	2	-2	11	-4	-6	-5
CN(C)S(=O)(=O)c1ccc(N2CCCC2)c(C(=O)Nc2cccc(F)c2)c1	31	-39	1.0	6	3	-6	15	-2	-2
C1CCC(Nc2nnnn2C2CCCCC2)CC1	7	15	0.4	-8	-5	32	19	39	-1
O=C(O)C1CSC(c2ccccc2Cl)N1C(=O)c1ccc(Cl)cc1 (stereo not drawn)	23	-2	-1.9	0	-1	1	6	19	1
Cc1ccc(Nc2ccc(-n3ccnc3)nn2)cc1C	-18	-16	2.5	-5	5	36	24	-2	-1
COc1ccc2[nH]c3c(c2c1)CCN1C(=O)C(CC(=O)NC/C=C(\C)CCC=C(C)C)C[C@H](C(=O)N2CCCCC2)[C@@]31C (stereo partly drawn)	22	.	7.6	.	11	8	19	30	.
CN(Cc1cccs1)C(=O)CCNS(=O)(=O)c1ccc(Br)cc1	2	19	2.1	-4	-2	-15	-28	12	-5
COC1CCN(C(=O)CC2C(=O)NCCN2CC2CCCCC2)CC1 (stereo not drawn)	3	-7	-1.2	-3	-3	-12	-12	4	0
COCCNC(=S)N(CCc1c(C)[nH]c2ccc(Cl)cc12)Cc1cccnc1	-8	1	-1.8	-6	-5	36	6	22	2
O=C(O)c1cc(/C=C/c2ccc(N3CCOCC3)cc2)nc2ccccc12	-28	-18	-3.3	0	-3	32	17	52*	-3
O=S(=O)(NCC(c1ccco1)N1CCOCC1)c1ccc(Cl)cc1 (stereo not drawn)	3	6	0.4	-10	-5	1	3	6	-1
COc1cc(/C=C2/SC(=S)N(CC(=O)O)C2=O)ccc1OCC(=O)Nc1ccc(C)c(C)c1	20	19	1.0	4	-4	-3	10	-2	-4
CCCn1nc(NC(=O)c2ccco2)c2cc3ccccc3nc21	-1	10	-1.3	-1	-1	34	16	33	3
CC/C(=N\NC(=O)CSc1ncccn1)c1ccc2c(c1)OCCO2	-30	15	-0.6	2	-3	10	6	11	0
COc1ccc(NC(C)=O)cc1NC(C)C(=O)Nc1ccccc1F (stereo not drawn)	3	-20	-0.7	-7	-2	-1	3	-1	-20
COc1ccc(C2(CNC(=O)c3cccs3)CCOCC2)cc1	2	6	-0.7	4	2	22	12	16	-2

Reformatted as labelled records: entries from further up
smiles: CC(C)(C)c1ccc(C(=O)N2CCN(Cc3ccccc3)CC2)cc1
  Mdm2 MdmX PPI: 18
  APJ antag: -8
  CHOP UPR activ: -0.6
  CXCR6 block: -7
  UPR XBP1 act: -5
  tim10-1 inh: 21
  TIM10 inh: 6
  tim23-1 inh: 4
  APJ ag: -1
smiles: O=C(NCc1ccon1)C1CCC(=O)N(CCc2cccc(F)c2)C1 (stereo not drawn)
  Mdm2 MdmX PPI: -22
  APJ antag: 3
  CHOP UPR activ: 2.7
  CXCR6 block: 2
  UPR XBP1 act: -2
  tim10-1 inh: 11
  TIM10 inh: -4
  tim23-1 inh: -6
  APJ ag: -5

New compounds follow
SMILES	Mdm2 MdmX PPI	APJ antag	CHOP UPR activ	CXCR6 block	UPR XBP1 act	tim10-1 inh	TIM10 inh	tim23-1 inh	APJ ag
COc1ccc(CN=C2NN=C(c3cccc(OC)c3)CS2)cc1	-13	0	2.4	-4	-1	26	29	45	0
Cc1cc(-c2nc(-c3ccc(C(C)(C)C)cc3)no2)no1	-88	8	5.8	-14	1	18	1	14	-6
N#Cc1ccc(NC(=O)CN2CCN(c3ccccn3)CC2)cc1	5	-16	-0.6	-8	-1	9	-17	12	0
CO[C@H]1O[C@@H]2O[C@@]3(C)CC[C@H]4[C@H](C)CC[C@@H]([C@H]1C)[C@@]24OO3	17	-34	3.3	.	1	12	1	20	24
CCN(CC)C(=O)c1ccc2c(=O)n(CCOC)c(=S)[nH]c2c1	-1	4	-0.4	3	-2	8	-14	9	0
NS(=O)(=O)c1ccc(NC(=O)COC(=O)COc2ccc(Br)cc2)cc1	23	4	-1.1	-5	2	-2	-9	10	-4
Fc1ccc2cnc(-c3ccccc3F)cc2c1	-4	-10	4.5	-6	0	4	11	22	1
Cc1n[nH]c(C)c1CCCCOc1ccccc1	12	-13	0.6	-2	1	-11	-6	17	-2
Cc1ccn2cc(C(=O)NC3CCN(Cc4ccccc4)CC3)nc2c1	20	7	-1.3	0	-3	0	-10	10	-2

Compound activity as filed in PubChem.

Not all compounds are listed; the hit share may differ from the screen's.
